From PubChem BioAssay
PP5 primary = PP5 phosphatase inhibitors, primary screen, biochemical, fluorescence; 320,000 tested, 0.18% active; inhibition, % at 6.7 µM; Serine/threonine-protein phosphatase 5 (Homo sapiens), P53041; AID 1987, 2009; purified PP5c, OMFP substrate fluorescence;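 active means inhibition above the campaign's mean inhibition across all tested compounds plus 3 SD, cut at about 9.5% in these data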;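 further: 0% = DMSO only and 100% = 100 µM cantharidin control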
GASC-1 inh = inhibitors of GASC-1 histone demethylase, primary screen, biochemical, fluorescence, DELFIA europium. inhibition, % at 2.35 µM. AID 2099, 2009. GST-JMJD2C(1-420) H3K9me3 demethylation. 330,000 tested, 0.069% active;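 active means more than half of a compound's replicate wells show inhibition beyond 50%, single wells judged on their own value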;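 further: signal counts dimethyl H3K9 product captured on neutravidin plate; 0% = median of DMSO wells and 100% = 0.3 times that DMSO median; strong numbers were not always called active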
Target sequence (Q9H3R0 1-420 limits assumed): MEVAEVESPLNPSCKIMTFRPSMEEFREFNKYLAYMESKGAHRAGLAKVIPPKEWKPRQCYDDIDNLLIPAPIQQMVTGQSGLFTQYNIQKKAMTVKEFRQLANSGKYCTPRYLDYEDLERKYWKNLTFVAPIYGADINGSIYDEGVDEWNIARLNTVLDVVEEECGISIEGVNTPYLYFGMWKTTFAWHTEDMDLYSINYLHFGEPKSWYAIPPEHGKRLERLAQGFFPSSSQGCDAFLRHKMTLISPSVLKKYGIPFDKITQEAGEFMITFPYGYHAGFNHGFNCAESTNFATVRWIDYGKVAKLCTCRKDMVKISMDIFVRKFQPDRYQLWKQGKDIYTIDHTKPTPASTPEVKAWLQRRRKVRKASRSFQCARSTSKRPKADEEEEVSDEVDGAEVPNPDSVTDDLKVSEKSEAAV
EBNA-1 inh = EBNA-1 DNA-binding inhibitors, primary screen, biochemical, fluorescence polarization. 300,000 tested, 0.34% active. AID 1950, 2009. inhibition, % at 14.8 µM; in the data active means inhibition above about 28%
PP1 counter = PP1-alpha phosphatase inhibitors, primary screen, counter-screen for PP5 inhibitor project, biochemical, fluorescence, OMFP substrate, single point; Serine/threonine-protein phosphatase PP1-alpha catalytic subunit (Homo sapiens), P62136; purified PP1alpha; inhibition, % at 6.7 µM; 320,000 tested, 0.9% active; AID 2235, 2010;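 active means inhibition above the mean inhibition of all tested compounds plus 3 SD, computed separately for each screening campaign, cut at about 15% in these data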
Target sequence (P62136 whole entry, looked up): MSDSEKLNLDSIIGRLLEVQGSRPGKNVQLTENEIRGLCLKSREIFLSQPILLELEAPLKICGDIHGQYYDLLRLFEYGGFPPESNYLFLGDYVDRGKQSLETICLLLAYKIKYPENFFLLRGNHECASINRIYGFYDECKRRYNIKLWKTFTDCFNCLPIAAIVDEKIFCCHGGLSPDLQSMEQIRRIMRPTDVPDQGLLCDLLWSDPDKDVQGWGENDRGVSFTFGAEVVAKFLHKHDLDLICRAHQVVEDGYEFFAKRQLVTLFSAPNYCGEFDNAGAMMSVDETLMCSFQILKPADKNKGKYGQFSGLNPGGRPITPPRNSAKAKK
ZTA counter = ZTA (EBV) inhibition in EBNA-1 counter-screen. ZTA-DNA binding, fluorescence polarization. inhibition, % at 11 µM. 320,000 tested, 0.15% active. AID 2234; in the data active means inhibition above about 33%
Target sequence (P03206 whole entry, looked up): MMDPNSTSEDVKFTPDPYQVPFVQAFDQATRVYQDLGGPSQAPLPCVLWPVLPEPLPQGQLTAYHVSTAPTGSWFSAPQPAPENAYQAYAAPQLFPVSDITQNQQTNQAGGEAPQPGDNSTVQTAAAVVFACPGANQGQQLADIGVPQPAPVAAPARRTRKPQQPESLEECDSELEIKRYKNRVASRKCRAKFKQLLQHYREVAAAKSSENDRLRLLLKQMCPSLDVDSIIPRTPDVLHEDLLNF
core dimer inh = inhibitors of HCV core protein dimerization, primary screen, biochemical, TR-FRET, high-throughput. 300,000 tested, 0.33% active. TR-FRET GST/Flag-core106 dimerization, 1536-well. inhibition, % at 5 µM;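 active means inhibition above the mean of all tested compounds plus 3 SD, set per screening campaign, cut at about 45% in these data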
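Assay system: Tagged HCV core106 pair (GST and Flag) | Buffer or medium: KF-containing HEPES buffer, pH 7.45, DTT, CHAPS, BSA | Also added: Eu donor and XL665 acceptor anti-tag antibodies | Dosing: One concentration, 5 µM, in 0.5% DMSO | Timing: 4 h at 22.5 °C | Technique: TR-FRET 671 and 617 nm emission | Repeats: Singlicate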
Fh CTSL1 inh = Fasciola hepatica cathepsin L1 inhibitors, primary screen, counter-screen for PFM18AAP inhibitor project, biochemical, QFRET, fluorogenic peptide substrate | recombinant F. hepatica cathepsin L1, Z-Leu-Arg-MCA fluorescence | inhibition, % at 5.96 µM | 300,000 tested, 0.49% active | AID 1906, 2009;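 active means inhibition above the mean of all tested compounds plus 3 SD, set per screening campaign, cut at about 17% in these data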;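 further: 0% = plate median of test compound wells and 100% = 1 µM Z-Phe-Ala-diazomethylketone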
Yeast superoxide = reduction of superoxide in aged yeast, primary screen, HTS; superoxide response (% of plate mean), % at 10 µM; 330,000 tested, 0.18% active; S. cerevisiae aged cells, superoxide DHE fluorescence; active compounds read low; AID 2690, 2010;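 active means superoxide response under a set limit, about three screen SD below normal, cut at about 65% in these data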;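 further: yeast aged for seven days with compound at 30 °C before DHE staining; 100% = average MFI of all compound-treated wells on the plate with controls excluded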
TPT1 inh = Candida albicans TPT1 enzyme inhibitors, primary screen, biochemical, fluorescence polarization. AID 1962, 2009. recombinant caTPT1, FP RNA substrate dephosphorylation. inhibition, % at 5 µM. 300,000 tested, 0.81% active;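 active means inhibition above the mean of all tested compounds plus 3 SD, set per screening campaign, cut at about 24% in these data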;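 further: plate controls were DMSO alone for no effect and ferristatin control at 100 nM for full effect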
An asterisk follows results filed as active; . = not tested or not shown.

SMILES	PP5 primary	GASC-1 inh	EBNA-1 inh	PP1 counter	ZTA counter	core dimer inh	Fh CTSL1 inh	Yeast superoxide	TPT1 inh
O/N=C1/CCc2nonc2/C1=N/O	1.4	-9	-11	-2	-12	-3	5	104	-1
Cc1ccc(CS(=O)Cc2ccc(C(=O)NCC(C)c3ccccc3)o2)cc1 (stereo not drawn)	0.1	-39	11	-3	3	-4	2	99	-1
CN1C=CC=C/C1=C1/N=C(c2ccccc2)OC1=O	-0.7	12	-10	4	-12	-3	1	97	-1
CCOC(=O)c1nc(C)n(-c2ccc(Cl)cc2Cl)n1	-2.1	-6	6	-5	4	2	0	88	3
CCOc1ccc(NC(=O)COC(=O)Cn2cnnn2)cc1OCC	2.1	2	-14	-3	11	4	0	118	-1
Cc1cc(C(=O)CN2C(=O)NC(C)(c3ccccc3)C2=O)c(C)n1CC1CCCO1 (stereo not drawn)	-0.5	-12	3	-1	2	0	1	89	2
Cc1cc(C(=O)N/N=C/c2ccncc2)c(C)o1	2.1	-7	-4	-3	-2	-4	6	105	0
CCOC(=O)c1cccc(-c2ccc(C=O)o2)c1	-0.4	-9	-6	-1	3	6	7	90	3
Cc1ccc2oc(C(=O)N(Cc3ccc(N(C)C)cc3)CC3CCCO3)c(C)c2c1 (stereo not drawn)	3.7	1	10	-2	7	12	0	117	1
CCc1ccccc1N(CC(=O)NCCc1ccccc1)C(=O)CCC(=O)Nc1ccccn1	-1.1	-37	-15	0	-3	-3	-2	88	-2
Cc1onc(-c2ccccc2Cl)c1C(=O)NCc1cccnc1	5.0	6	-12	-7	-2	2	-4	109	2
CC(=O)Nc1ccc(C(=O)N(C)c2ccccc2)cc1	-0.3	-6	-13	-3	1	2	1	100	-4
CS(=O)(=O)c1ccc(NC(=O)c2cccc(S(=O)(=O)N3CCN(Cc4ccccc4)CC3)c2)cc1	2.5	43	-5	-2	3	16	0	103	-1
S=c1[nH]nc(C2CCCCC2)n1/N=C/c1ccc(Br)s1	3.3	-2	-3	6	3	1	-2	102	-1
Cc1nonc1CN(C)C(=O)CC1C(=O)NCCN1Cc1cccc(C(F)(F)F)c1 (stereo not drawn)	0.3	-21	3	-1	3	2	2	98	-5
NS(=O)(=O)c1cccc(NC(=O)CSc2nn(-c3ccccc3)c(=S)s2)c1	3.3	2	-2	-2	-10	4	0	113	-3
COc1ccccc1C(=O)C1CCCN(Cc2ccc3c(c2)OCCO3)C1 (stereo not drawn)	0.7	0	-9	-2	9	2	4	88	1
COc1cc2c(cc1OC)CN(Cc1cc(=O)n3c(-c4ccccc4)csc3n1)CC2	0.2	-18	3	6	8	44	1	94	6
COC(=O)\C(C(C)=O)=C(/C=C/C=C/C=C/N(C)C)N(C)C	2.5	-5	11	-1	-6	42	0	92	-11
COc1ccc(C(=O)Nc2ccc3c(c2)C(=O)c2ccccc2C3=O)cc1OC	0.3	-1	6	1	7	10	5	98	2
O=C(O)CN1C(=O)C(=O)N(Cc2cccc(F)c2)C1=O	1.3	-4	-6	0	4	13	-10	126	-2
CC(C)c1nc(C#N)c(NCCCn2ccnc2)o1	-0.9	-44	-12	-1	0	0	1	110	1
CC(C)CNS(=O)(=O)c1ccc(CCC(=O)NC2CCCCC2)cc1	3.1	6	-5	0	-12	-7	-2	101	-4
O=C(O)CC1COc2ccccc2N1C(=O)c1ccccc1Cl (stereo not drawn)	0.3	0	-6	-3	2	0	-1	100	-1
O=C(c1cc2ccccc2o1)N1CCN(S(=O)(=O)c2ccc(F)c(F)c2F)CC1	-1.5	2	.	4	5	.	.	102	.

(listing goes on)
SMILES	PP5 primary	GASC-1 inh	EBNA-1 inh	PP1 counter	ZTA counter	core dimer inh	Fh CTSL1 inh	Yeast superoxide	TPT1 inh
Cc1ccc(N=Nc2ccc3ccccc3c2O)cc1	-3.1	-4	7	-2	5	-1	-1	100	2
C(=C\c1ccccc1)/CSc1nnc(-c2ccncc2)n1Cc1ccco1	3.4	11	-4	3	1	24	-1	104	9
CCNc1cc(N2CCN(S(=O)(=O)c3ccc4c(c3)CCCC4)CC2)ccc1[N+](=O)[O-]	2.2	3	-1	-2	-19	7	1	84	0
CC(CN1CCN(C)CC1)OC(=O)c1ccccc1Cl (stereo not drawn)	1.0	-1	-10	0	-2	2	-1	115	5
CC(=O)NC(CC(=O)OC(C)C(=O)Nc1ccc(Cl)cn1)c1ccccc1 (stereo not drawn)	-0.1	10	2	-1	-5	-3	-4	98	3
O=[N+]([O-])c1cc(Cl)ccc1-c1nc(-c2ccncc2)no1	1.6	5	2	-5	-13	-3	-8	107	0
CCOc1cnc(C(=O)NNC(=O)c2ccccc2Br)o1	-2.1	-3	4	-3	-12	-3	-3	97	-3
CCCOC(=S)N/C(=N\S(=O)(=O)c1ccccc1)c1ccccc1	0.4	-7	-8	2	-1	3	1	88	0
O=C1C2CC=CCC2C(=O)N1c1ccc(OCC(O)Cn2nnc3ccccc32)cc1 (stereo not drawn)	-2.8	5	12	-2	7	4	0	96	2
S=C(NCc1ccco1)N/N=C/c1ccccc1Cl	-0.8	-13	4	-1	14	4	7	77	-1
COc1cc2c(cc1OC)C1=NC(=O)CN1C(SCc1ccc(C)cc1)=N2	1.2	6	-7	0	2	16	-5	116	-7
Cc1ccc(O)c(NC(=O)c2ccc3c(c2)C(=O)N(Cc2cccnc2)C3=O)c1	0.4	-25	11	6	0	-4	-1	101	0
CC(C)(C)C(=O)NCCc1nc2ccccc2n1CC(=O)c1ccccc1	-2.4	-5	1	-5	13	4	4	105	-2
COC(=O)c1cc2c(s1)-c1ccccc1CC2	0.7	10	-1	1	7	-2	0	100	-3
Cc1ccc(OCC(O)CN2CCN(CC(O)COC(C)C)CC2)c(C(C)(C)C)c1 (stereo not drawn)	0.9	6	6	-2	23	-2	-4	115	1
Cc1cccc(C)c1NC(=O)CSc1nc(C2CC2)nc2ccccc12	1.3	-8	-9	4	13	3	3	94	0
CN(CC(=O)Nc1ccccc1Cl)C(=O)Cn1cc(C(F)(F)F)cc(Cl)c1=O	0.5	3	0	-3	-2	-2	9	84	-3
COc1cc(C(=O)NC2CC3CCCC(C2)N3C2CC2)cc(OC)c1OC (stereo not drawn)	0.3	2	5	-1	-2	6	5	111	1
Cc1cccc(Nc2nc(N)c([N+](=O)[O-])c(N3CCC(C)CC3)n2)c1	6.1	33	-8	13	-4	0	3	93	-3
N#Cc1ccc(/C=C2\CCn3c2nc2cc(C(=O)O)ccc2c3=O)cc1	0.2	-4	-22	-3	-17	-18	4	88	4
CCn1c(SCC(=O)c2ccc(O)c(O)c2)nnc1-c1ccc(C)cc1	0.4	2	-5	-5	-1	8	-9	102	-3
C=CCN=C(NC#N)SCc1ccccc1Cl	2.9	0	-3	-3	3	-2	-2	118	-4
CCC(CC)c1nnc(NC(=O)c2ccc(N3CCCCC3)c([N+](=O)[O-])c2)s1	3.4	-6	1	-5	-2	8	7	89	0
COc1cc2c(cc1OC)CN(CC(=O)Nc1ccc(C#N)cc1)CC2	-5.2	-2	-1	1	-22	-1	3	96	-11
Cc1cc(C)cc(N(C(=O)c2csnn2)C(C(=O)NC2CCCC2)c2cccnc2)c1 (stereo not drawn)	1.6	3	11	-3	4	2	-4	110	-3

The listing continues:
SMILES	PP5 primary	GASC-1 inh	EBNA-1 inh	PP1 counter	ZTA counter	core dimer inh	Fh CTSL1 inh	Yeast superoxide	TPT1 inh
COCCNC(=O)Cn1c(=O)n(CCCC(=O)NCc2ccc3c(c2)OCO3)c(=O)c2sccc21	2.1	-42	-8	3	-13	-6	-3	94	-2
CC/C(=N\NC(=O)c1cc(C2CC2)[nH]n1)c1ccccc1	0.5	2	14	0	2	4	-1	112	0
CCCCOC(=O)C1=C(C)Nc2ncnn2C1c1ccc(OC)c(OC)c1OC (stereo not drawn)	4.3	4	-14	2	-4	2	0	101	2
Cc1ccc(-c2cc(C(F)F)n3ncc(C(=O)Nc4c(C)nn(Cc5ccccc5Cl)c4C)c3n2)cc1	0.5	-6	4	-4	15	46*	-1	86	-3
S=C(NN=C1CCN(Cc2ccccc2)CC1)NC1CCCCC1	0.1	4	7	-3	7	0	-5	107	0
COC(=O)c1cc(NC(=O)Cc2ccc(OC)cc2)cc(C(=O)OC)c1	-0.8	-3	-1	-1	0	5	2	101	0
CCOC(=O)N1CCC(N2C(=O)c3ccccc3C2Nc2c(C)cccc2C)CC1 (stereo not drawn)	0.8	-7	-2	5	0	-3	2	86	-10
NC(=O)C1CCN(C(=O)c2ccccc2SCC(=O)NCC2CCCCC2)CC1	4.4	0	-18	-4	-6	-2	3	109	-3
O=C(Cc1cccs1)NC1CCCC1	-3.9	-1	-6	1	7	-2	-1	107	-4

A portion of the results above, as a working copy:
SMILES	PP5 primary	GASC-1 inh	EBNA-1 inh	PP1 counter	ZTA counter	core dimer inh	Fh CTSL1 inh	Yeast superoxide	TPT1 inh
CN(CC(=O)Nc1ccccc1Cl)C(=O)Cn1cc(C(F)(F)F)cc(Cl)c1=O	0.5	3	0	-3	-2	-2	9	84	-3
COc1cc(C(=O)NC2CC3CCCC(C2)N3C2CC2)cc(OC)c1OC (stereo not drawn)	0.3	2	5	-1	-2	6	5	111	1
Cc1cccc(Nc2nc(N)c([N+](=O)[O-])c(N3CCC(C)CC3)n2)c1	6.1	33	-8	13	-4	0	3	93	-3
N#Cc1ccc(/C=C2\CCn3c2nc2cc(C(=O)O)ccc2c3=O)cc1	0.2	-4	-22	-3	-17	-18	4	88	4
CCn1c(SCC(=O)c2ccc(O)c(O)c2)nnc1-c1ccc(C)cc1	0.4	2	-5	-5	-1	8	-9	102	-3
C=CCN=C(NC#N)SCc1ccccc1Cl	2.9	0	-3	-3	3	-2	-2	118	-4
CCC(CC)c1nnc(NC(=O)c2ccc(N3CCCCC3)c([N+](=O)[O-])c2)s1	3.4	-6	1	-5	-2	8	7	89	0
COc1cc2c(cc1OC)CN(CC(=O)Nc1ccc(C#N)cc1)CC2	-5.2	-2	-1	1	-22	-1	3	96	-11
Cc1cc(C)cc(N(C(=O)c2csnn2)C(C(=O)NC2CCCC2)c2cccnc2)c1 (stereo not drawn)	1.6	3	11	-3	4	2	-4	110	-3
COCCNC(=O)Cn1c(=O)n(CCCC(=O)NCc2ccc3c(c2)OCO3)c(=O)c2sccc21	2.1	-42	-8	3	-13	-6	-3	94	-2
CC/C(=N\NC(=O)c1cc(C2CC2)[nH]n1)c1ccccc1	0.5	2	14	0	2	4	-1	112	0
CCCCOC(=O)C1=C(C)Nc2ncnn2C1c1ccc(OC)c(OC)c1OC (stereo not drawn)	4.3	4	-14	2	-4	2	0	101	2
Cc1ccc(-c2cc(C(F)F)n3ncc(C(=O)Nc4c(C)nn(Cc5ccccc5Cl)c4C)c3n2)cc1	0.5	-6	4	-4	15	46*	-1	86	-3
S=C(NN=C1CCN(Cc2ccccc2)CC1)NC1CCCCC1	0.1	4	7	-3	7	0	-5	107	0
COC(=O)c1cc(NC(=O)Cc2ccc(OC)cc2)cc(C(=O)OC)c1	-0.8	-3	-1	-1	0	5	2	101	0
CCOC(=O)N1CCC(N2C(=O)c3ccccc3C2Nc2c(C)cccc2C)CC1 (stereo not drawn)	0.8	-7	-2	5	0	-3	2	86	-10
